# eLon inh: E. coli protease La inhibition; AID 602123; 360,000 compounds, 0.42% hits; purified E. coli Lon protease, fluorescence polarization; inhibition, % at 7.94 µM; P0A9M0; in the data active = inhibition above about 13%, passing the limit was not always enough;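 also: 0% = enzyme with probe and DMSO and 100% = no enzyme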
# Neddylation inh: inhibitors of human cullin neddylation. P61081+Q13564. TR-FRET cullin neddylation, biochemical. calls only at 25 µM. 360,000 compounds, 0.58% hits. AID 651699; in the data active = inhibition above about 36%
# MsrA inh: bovine MsrA inhibition | 360,000 compounds, 0.75% hits | inhibition, % at 15.5 µM | purified bovine MsrA, absorbance read-out; in the data active = inhibition above about 4.5%;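 also: 0% = vehicle wells with enzyme and 100% = reference inhibitor wells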
# MLLE-PAM2 inh: inhibitors of microRNA-mediated deadenylation, human PABP1 MLLE binding. AID 588489. inhibition, % at 20 µM. P11940. 360,000 compounds, 0.36% hits. GST-MLLE / FITC-PAM2 fluorescence polarization; in the data active = inhibition above about 35%, passing the limit was not always enough;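 also: plate controls were DMSO wells with GST-MLLE for no effect and wells lacking GST-MLLE protein for full effect; some results filed as inactive read as strong as hits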
# Target sequence (P11940 whole entry, looked up): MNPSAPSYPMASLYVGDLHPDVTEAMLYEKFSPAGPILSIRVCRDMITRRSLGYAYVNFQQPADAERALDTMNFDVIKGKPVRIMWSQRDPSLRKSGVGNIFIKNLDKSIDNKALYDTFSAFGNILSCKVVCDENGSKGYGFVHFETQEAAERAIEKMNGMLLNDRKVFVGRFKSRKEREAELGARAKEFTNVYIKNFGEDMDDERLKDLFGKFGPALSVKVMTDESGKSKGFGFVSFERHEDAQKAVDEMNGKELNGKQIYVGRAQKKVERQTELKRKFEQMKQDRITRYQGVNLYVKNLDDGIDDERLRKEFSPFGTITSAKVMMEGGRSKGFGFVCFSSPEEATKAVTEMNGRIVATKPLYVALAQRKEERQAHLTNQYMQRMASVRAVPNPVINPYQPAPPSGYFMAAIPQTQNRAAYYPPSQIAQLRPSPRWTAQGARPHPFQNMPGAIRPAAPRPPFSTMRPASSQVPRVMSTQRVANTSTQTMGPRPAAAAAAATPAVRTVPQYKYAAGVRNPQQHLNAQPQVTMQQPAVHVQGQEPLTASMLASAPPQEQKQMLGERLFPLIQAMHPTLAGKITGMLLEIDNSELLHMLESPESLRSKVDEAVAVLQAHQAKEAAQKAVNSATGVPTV
# TbMetRS inhib: Trypanosoma brucei MetRS inhibition | 360,000 compounds, 0.4% hits | inhibition, % at 11.9 µM | purified T. brucei MetRS, ATP depletion, Kinase-Glo luminescence | AID 624268;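 active = inhibition above a per-plate cutoff of the control wells' mean inhibition plus 3 SD, cut at about 5.5% in these data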;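 also: 0% = DMSO wells median and 100% = median of wells with control inhibitor compound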
#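 Test system: purified T. brucei MetRS enzyme. Also added: ATP, methionine and E. coli bulk tRNA substrates. Compound: 11.9 µM single point. Schedule: 15 min enzyme-compound preincubation, 2 h reaction, 10 min detection, 25 °C. Signal: luciferase luminescence of residual ATP, Kinase-Glo. Evaluation: percent inhibition versus plate control medians. Controls: DMSO wells, low control.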
# CSN deneddyl inh: CSN deneddylation inhibition | 360,000 compounds, 0.38% hits | Purified CSN, SCF-Nedd8-OG deneddylation, fluorescence polarization | AID 651999 | inhibition, % at 12.5 µM | Q92905;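 active = pattern-corrected inhibition above about 35%, with an unprinted fluorescence ratio check between 0.5 and 1.5, limit read from the data, passing the limit was not always enough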;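 also: 0% = enzyme with substrate and 100% = substrate without enzyme; some results filed as inactive read as strong as hits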
# Target sequence (Q92905 whole entry, looked up, one chain of several): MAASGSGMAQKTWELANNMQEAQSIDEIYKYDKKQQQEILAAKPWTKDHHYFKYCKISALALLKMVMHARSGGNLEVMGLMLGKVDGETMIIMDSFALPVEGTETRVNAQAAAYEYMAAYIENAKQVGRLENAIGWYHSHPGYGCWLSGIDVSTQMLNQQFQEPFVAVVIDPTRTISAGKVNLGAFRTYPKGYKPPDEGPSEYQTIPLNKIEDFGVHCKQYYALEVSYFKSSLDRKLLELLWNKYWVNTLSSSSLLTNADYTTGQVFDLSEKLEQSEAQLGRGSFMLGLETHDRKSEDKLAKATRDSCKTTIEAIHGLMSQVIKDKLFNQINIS
#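 Test system: Human Csn5 produced in HEK293T cells | Compound: 12.5 µM single point | Times: 90 min, room temperature | Signal: Fluorescence polarization readout | Read-out basis: % inhibition of substrate cleavage by Csn5 | Controls: no-enzyme wells high, enzyme-with-substrate wells low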
# MsrA act: activators of bovine methionine sulfoxide reductase A. activation, % at 10.6 µM. purified bovine MsrA, absorbance read-out. 360,000 compounds, 0.3% hits; in the data active = activation above about 7.5%;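 also: 0% = vehicle and 100% = reference activator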
# Rin1 Abl inh: blocks binding of human Rin1 to Abl; TR-FRET Rin1/Abl binding, biochemical; 360,000 compounds, 0.4% hits; inhibition, % at 7.35 µM; in the data active = inhibition above about 5%, passing the limit was not always enough
# FAS TE block: blocks the thioesterase domain of human fatty acid synthase; P49327; recombinant FAS-TE, OMFH fluorogenic substrate, fluorescence endpoint; inhibition, % at 15 µM; 360,000 compounds, 0.67% hits; AID 602261;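 active = compounds whose normalised, plate-corrected inhibition of enzyme fluorescence in the single-dose primary screen is 50% or more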;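 also: 0% = DMSO with enzyme and 100% = substrate without enzyme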
# The depositor's hits bear a star; i = inactive; / = not tested or not shown.
# Each structure is followed by: eLon inh, Neddylation inh, MsrA inh, MLLE-PAM2 inh, TbMetRS inhib, CSN deneddyl inh, MsrA act, Rin1 Abl inh, FAS TE block
O=C(c1ccc(S(=O)(=O)Nc2ccccc2)cc1)N1CCCCCCC1
 : 5.1, i, 1.8, -4.7, -0.6, 2.6, -4.5, 1.7, 5.2
COc1ccc(/C=C/C(=O)N2CCN(c3ccccc3)CC2)cc1S(=O)(=O)N1CCOCC1
 : -5.9, i, 2.5, 7.9, 0.4, -5.5, 8.8*, 0.3, -1.9
COc1ccccc1NNC(=O)c1cccnc1Oc1ccccc1
 : 1.6, i, 0.3, -4.9, 0.1, -1.9, -0.2, -0.1, -1.9
Cc1ccccc1OCC(=O)Nc1nnc(COc2ccccc2)s1
 : -2.2, i, -0.2, 8.8, 0.2, 1.6, -3.1, 1.1, -1.7
COc1ccc2oc(C(=O)N3CCN(C(=O)c4ccco4)CC3)c(C)c2c1
 : -17.5, i, -0.3, -5.1, -0.4, 2.4, -1.1, -0.3, -3.9
O=C(Nc1cccc(Cl)c1Cl)C1CCN(C(=O)c2cccs2)CC1
 : 16.4, i, -0.7, -15.8, -0.7, 2.9, 0.7, 2.4, -1.7
CC(NC(=O)NC(N)=O)(C(F)(F)F)C(F)(F)F
 : -9.4, i, -0.8, 2.2, 0.0, 0.7, -2.3, 2.9, -9.6
O=C(NCc1ccco1)Oc1ccccc1
 : -2.8, i, 0.4, 6.2, 0.4, -1.4, -1.4, -1.0, -2.7
CN1C(=O)CC(Sc2ccccc2C(=O)O)C1=O (centres undefined)
 : -1.2, i, 0.5, 25.0, -0.5, 1.6, -3.4, -2.0, -10.1
CCN(Cc1ccncc1)Cc1ccc(OC)c(OC)c1
 : -10.3, i, -0.7, 9.0, -0.5, 4.6, -3.5, 0.3, -4.5

# Just eLon inh, for some of the entries so far:
structure	eLon inh
O=C(c1ccc(S(=O)(=O)Nc2ccccc2)cc1)N1CCCCCCC1	5.1
COc1ccc(/C=C/C(=O)N2CCN(c3ccccc3)CC2)cc1S(=O)(=O)N1CCOCC1	-5.9
COc1ccccc1NNC(=O)c1cccnc1Oc1ccccc1	1.6
Cc1ccccc1OCC(=O)Nc1nnc(COc2ccccc2)s1	-2.2
COc1ccc2oc(C(=O)N3CCN(C(=O)c4ccco4)CC3)c(C)c2c1	-17.5

# Further entries:
# Each structure is followed by: eLon inh, Neddylation inh, MsrA inh, MLLE-PAM2 inh, TbMetRS inhib, CSN deneddyl inh, MsrA act, Rin1 Abl inh, FAS TE block
Brc1ccc2nc(-c3ccco3)c(CC3CCCCC3)n2c1
 : -2.7, i, -0.5, -29.5, -0.9, 28.5, -14.2, -13.1, -0.4
CC(C)CNC(=O)COC(=O)c1ccc2c(c1)C(=O)N(Cc1ccco1)C2=O
 : 7.5, i, -0.5, -1.3, -0.7, 1.3, -7.0, 3.0, 1.4
COc1ccc(/C=C(\NC(=O)c2ccc(C)cc2)C(=O)Nc2ccc(C(=O)O)cc2)cc1
 : -9.7, i, 3.2, -0.8, -0.8, -3.7, -4.4, 3.9, -5.7
CN1CC(=O)N/C1=N\C(=O)Nc1ccc2c(c1)N(C)C(=O)CS2
 : 2.4, i, 0.1, 16.6, -1.6, 6.8, -6.6, 2.6, -8.3
CCOC(=O)c1[nH]c(C)c(C(=O)Nc2ccc(C)c(Cl)c2)c1C
 : -1.1, i, -0.3, -7.9, -0.3, 0.3, -2.5, -4.1, 1.5
CC(C)[C@H](NC(=O)c1ccccc1Cl)C(=O)OCC(=O)N1CCCCC1
 : -4.3, i, 2.3, -2.6, -0.3, 2.6, -7.6, 5.2, -8.8
COc1ccc(/C=C2\N=C(C)N(c3ccc(C(=O)O)cc3)C2=O)cc1OC
 : -18.4, i, 0.7, -6.3, 0.3, -5.4, -2.2, -1.1, -8.9
O=C(CSC1=NS(=O)(=O)c2cc(F)ccc2N1)NCc1ccccc1Cl
 : 11.0, i, -0.3, 1.3, -0.1, 4.8, -1.2, 0.2, -6.7
COc1ccc(Cl)cc1NC(=O)CSc1nc(NS(=O)(=O)c2ccc(C)cc2)cc(=O)[nH]1
 : -8.3, i, 0.6, 15.4, -1.1, -0.9, -8.3, 4.3, 1.6
O=C(O)c1ccccc1C(=O)OCC1CCC(=NO)CC1 (centres undefined)
 : -2.5, i, 0.3, -1.7, 0.2, 3.7, -1.1, -0.1, -8.2
CCc1cc(C(=O)N2CCCc3ccccc32)sc1C
 : -2.5, i, -0.7, 4.2, -0.3, 2.2, -0.6, -0.1, 12.9
COc1cccc(NC(=O)Cn2c(=O)n(CCC(=O)NCc3ccco3)c(=O)c3ccccc32)c1
 : 9.7, i, 1.9, 2.4, 0.2, 0.5, -2.7, 3.4, -2.3
COc1ccc(-c2noc(CCC(=O)NCCc3ccccc3)n2)cc1
 : -3.1, i, -0.1, 5.3, -0.3, 4.7, -1.3, -2.7, 2.7
Cc1ccc(C)c(-c2cc(C(=O)Nc3sc(C)c(C)c3C(N)=O)c3ccccc3n2)c1
 : 4.7, i, 3.4, 6.6, -0.7, -1.8, -3.8, 1.4, 37.1
Cc1cccc2nc(CSc3nc4[nH]ncc4c(=O)n3-c3ccccc3Cl)cc(=O)n12
 : -10.8, i, 0.7, 4.3, -0.5, 0.7, -1.2, -6.5, -13.9
CN(C)c1ccc(P(=O)(OCc2ccccc2)C(O)c2ccc(Cl)cc2)cc1 (centres undefined)
 : 2.9, i, -1.4, 13.0, -0.7, -1.9, -2.4, 3.8, 0.5
C=CCc1cc(C=O)cc(OC)c1OCc1ccc(C(=O)O)cc1
 : -15.8, i, 1.6, -8.7, 0.1, 8.0, -2.7, 6.6, -5.8
COc1ccc(CN2C(=O)c3ccccc3C2=O)cc1
 : 6.8, i, -0.7, -0.6, -1.0, 1.6, -6.3, 0.1, 5.9
O=C(NCc1nc2ccccc2[nH]1)C1=C[C@H](c2ccc(C(F)(F)F)cc2)C[C@H](OCCCCO)O1
 : 1.8, i, 1.0, -12.9, 30.6*, 4.4, -2.2, -1.0, 1.7
COc1ccc(OC)c(C2CC(=O)N3CN(c4ccc(C)c(Cl)c4)CSC3=C2C#N)c1 (centres undefined)
 : -2.4, i, 2.2, -0.6, -0.1, 13.6, -3.0, -1.8, 18.0

# (continued)
# Key to letters – A = eLon inh; B = Neddylation inh; C = MsrA inh; D = MLLE-PAM2 inh; E = TbMetRS inhib; F = CSN deneddyl inh; G = MsrA act; H = Rin1 Abl inh; I = FAS TE block
Cc1c(Cl)cccc1NC(=O)NCc1ccccn1
  A: -8.3; B: i; C: -0.3; D: 13.5; E: -0.2; F: -3.3; G: -0.6; H: -2.4; I: -4.6

NC(=O)c1ccc(NC(=O)CCN=C2NS(=O)(=O)c3ccccc32)cc1
  A: -15.0; B: i; C: -0.7; D: 12.2; E: -0.3; F: 3.4; G: -0.9; H: 0.6; I: -3.1

O=C(NCCCN1CCOCC1)C(=O)NCc1ccco1
  A: -7.9; B: i; C: -0.5; D: -1.6; E: -0.5; F: -1.0; G: -9.5; H: -2.1; I: -14.9

Cc1nn(CC(=O)N2CCN(Cc3ccccc3)CC2)c(=O)c2ccccc12
  A: 4.1; B: i; C: -0.2; D: -11.8; E: 0.1; F: 4.6; G: -0.7; H: -1.7; I: -0.3

O=C(O)CCCC(=O)Nc1ccc(S(=O)(=O)Nc2nccs2)cc1
  A: 1.6; B: i; C: -0.5; D: -0.6; E: -0.4; F: 2.5; G: 0.5; H: 2.2; I: -5.7

COc1cc(/C=N/NC(=S)Nc2cccc(C(=O)O)c2)ccc1O
  A: -4.3; B: i; C: 5.1*; D: 16.2; E: 0.0; F: -1.6; G: -5.6; H: 1.5; I: -7.5

CC1C(Br)C(=O)NC(=O)N1Cc1ccccc1 (centres undefined)
  A: 3.8; B: i; C: 0.9; D: 3.9; E: -1.3; F: 2.3; G: -9.8; H: -3.2; I: -1.0

Cc1ccc(OCCN2CCC2(C)C(=O)NCc2cccc3ccccc23)cc1 (centres undefined)
  A: -2.1; B: i; C: -0.4; D: -6.0; E: -0.2; F: 0.4; G: 6.2; H: -3.2; I: 19.6

COc1cccc(/C=C2\SC(=S)N(CCCC(=O)Nc3cccc(C(=O)O)c3)C2=O)c1
  A: 3.8; B: i; C: /; D: 8.5; E: 0.3; F: 1.0; G: -3.3; H: -4.1; I: -2.3

O=C(c1ccc(S(=O)(=O)Nc2ccccc2Cl)cc1)N1CCOCC1
  A: -7.5; B: i; C: 1.9; D: 2.2; E: -0.4; F: 0.4; G: -5.2; H: 2.2; I: -2.3

O=C(c1ccc2c(=O)n(Cc3ccco3)c(=S)[nH]c2c1)N1CCN(Cc2ccccc2)CC1
  A: 5.8; B: i; C: 1.2; D: -44.1; E: 0.0; F: 10.3; G: -0.3; H: 3.9; I: 1.8

CCOc1ccc(N=Cc2ccccc2O)cc1
  A: -7.4; B: i; C: -0.2; D: -12.7; E: -0.1; F: -5.0; G: -2.3; H: 0.4; I: -6.3

Cc1ccc(C)c(C(O)c2ncc(-c3ccc(F)cc3)[nH]2)c1 (centres undefined)
  A: -19.4; B: i; C: -0.6; D: 3.6; E: 0.4; F: -1.7; G: -4.7; H: -0.4; I: -1.6

C=CCn1c(SCC(=O)N(CCOC)c2c(N)n(CCCC)c(=O)[nH]c2=O)nnc1-c1ccc(Cl)cc1
  A: -9.5; B: i; C: 0.1; D: -18.3; E: -0.1; F: -0.2; G: -3.0; H: 4.4; I: -2.9

O=C(CNS(=O)(=O)c1ccc(Br)s1)N1CCCC1
  A: -2.1; B: i; C: -0.4; D: -11.6; E: -1.3; F: 3.0; G: -3.7; H: 0.7; I: 0.2

O=C(O)c1ccc(Cl)c(S(=O)(=O)Nc2ccc(OCc3ccccc3)cc2)c1
  A: 7.7; B: i; C: 1.0; D: -5.1; E: -0.6; F: 5.4; G: -5.7; H: 4.1; I: 10.1

O=C(NC1CCCCC1)C1c2ccccc2OCC(=O)N1Cc1cccnc1 (centres undefined)
  A: -2.6; B: i; C: -0.3; D: /; E: 0.0; F: 0.5; G: 1.1; H: /; I: -13.8

COCCNC(=O)/C(C#N)=C/c1cccc(/C=C(\C#N)C(=O)NCCOC)c1
  A: -7.2; B: i; C: -0.6; D: 9.6; E: -0.4; F: 6.3; G: -2.0; H: -0.3; I: -0.3

# Whole records from above.
# Cc1nn(CC(=O)N2CCN(Cc3ccccc3)CC2)c(=O)c2ccccc12 as listed: eLon inh = 4.1; Neddylation inh = i; MsrA inh = -0.2; MLLE-PAM2 inh = -11.8; TbMetRS inhib = 0.1; CSN deneddyl inh = 4.6; MsrA act = -0.7; Rin1 Abl inh = -1.7; FAS TE block = -0.3
# O=C(O)CCCC(=O)Nc1ccc(S(=O)(=O)Nc2nccs2)cc1 as listed: eLon inh = 1.6; Neddylation inh = i; MsrA inh = -0.5; MLLE-PAM2 inh = -0.6; TbMetRS inhib = -0.4; CSN deneddyl inh = 2.5; MsrA act = 0.5; Rin1 Abl inh = 2.2; FAS TE block = -5.7
